Compound activity (PubChem)
MT stabilize HCS – microtubule stabilization, imaging screen | HeLa tubulin immunostaining HCS, 24 h; share of cells brighter than vehicle mean+2SD | % tubulin-high responders, % at 10 µM | 200,000 tested, 0.83% active;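 active = plate Z-score above 3 for both tubulin-high and condensed-nucleus cell shares, with cell loss under 80%, at 10 µM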;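 also: anti alpha tubulin signal scored within the nucleus-defined area of each cell; some results filed as inactive read as strong as hits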
Hep lipid drop – hepatic lipid droplet formation modulation. AML12 mouse hepatocytes, oleate lipid droplets, BODIPY imaging. inhibition, % at 6.5 µM. 240,000 tested, 0.4% active;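 active = lipid droplet intensity inhibited by at least 50%, with more than 500 cells counted; inconclusive = wells with under 300 cells, treated as cytotoxic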
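Material: mouse AML12 hepatocyte cell line, fixed after treatment; Timing: compound with oleate, overnight; Technique: high-content imaging of BODIPY-stained droplets and DAPI nuclei; Probe or stimulus: oleate, 100 µM final; Dosing: compound at 6.5 µM only.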
b-catenin transl – modulators of beta-catenin nuclear translocation; HeLa beta-catenin nuclear translocation, immunofluorescence imaging; nuclear translocation activity, % at 5 µM; 190,000 tested, 0.3% active; AID 1665;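 active = nuclear translocation activity above 50% at 5 µM, with a well cell count of 50 or more; inconclusive = wells under 50 cells across six images, flagged as toxic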;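 also: per-cell ratio of nuclear to cytoplasmic median beta-catenin stain intensity; plate controls were DMSO negative control for no effect and GSK-3 inhibitor IX positive control for full effect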
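test system = HeLa cells, endogenous beta-catenin | dosing = single 5 µM dose plus 0.02–20 µM confirmation series | times = compound treatment 24 h, 37°C, 5% CO2 | technique = beta-catenin immunofluorescence imaging with DAPI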
Dynein transport – blocks dynein driven cargo transport along microtubules; 3617.4 mouse cells, GR-EGFP nuclear translocation imaging; test concentration mostly 20 µM; stimulated with dexamethasone, 1 µM; stronger effect = lower value; z-score, hits read low; 220,000 tested, 0.47% active; AID 1381;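 active = plate z-score of nuclear minus cytoplasmic receptor signal below a set negative limit, without overly bright fluorescence or cell loss, cut at about -3.5 in these data, passing the limit was not always enough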;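 also: z-score of nuclear minus cytoplasmic ring GR-EGFP intensity difference per well; some compounds called inactive have numbers as strong as hits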
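Buffer or medium: tetracycline-free induction medium containing charcoal-stripped FBS / Reagent: dexamethasone agonist, 1.0 µM final, for 30 min / Technique: automated 10x imaging of fixed Hoechst-stained cells / Times: induction 48 h, compound 1 h, agonist 30 min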
Yfh1-off respiration – mitochondrial function rescue without frataxin homolog – Friedreich's ataxia, plus single-dose screen, dose response (AID 1465). S. cerevisiae Yfh1-off respiration, WST-1 reduction, 72 h; higher fold induction means a stronger effect. one-dose fold induction at 50 µM; EC50 in µM for titrated hits. 220,000 tested, 0.074% active;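 active = fold induction of absorbance versus untreated yeast above a set limit, then at least 30% activation at any dose in follow-up; inconclusive = repeats straddling the limit, or above it without dose testing; inactive = fold induction below the set limit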;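 also: activators that raise dye reduction in frataxin-depleted yeast; strong numbers were not always called active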
WT yeast gro inh – growth inhibition of WT yeast, mitochondrial fusion screen | mitochondrial fusion phenotypic screen, WT strain | inhibition, % at 10 µM | 190,000 tested, 2.1% active | AID 1362; in the data active = inhibition above about 58%; tested in S. cerevisiae
Ins promoter up – MIN6 insulin promoter up-regulation | MIN6 insulin promoter-GFP reporter, high-content imaging; stronger effect = higher value | z-score at 5 µM | 190,000 tested, 0.3% active;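 active = z-score above 3 at 5 µM with at least 500 cells counted in the well; inconclusive = wells under 500 cells, flagged as cytotoxic or low count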
Autophagy HCS – modulators of autophagy; MEF GFP-LC3 puncta imaging; test concentration mostly 10 µM; calls only at 10 µM (by protocol); 190,000 tested, 0.98% active; AID 463193;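 active = percentage of spot-positive cells more than 3 SD above its plate mean, without a fluorescence outlier flag or 80% toxicity; inconclusive = no clear call, values can overlap the other calls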;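 also: spot-positive cell cutoff set from DMSO-treated cells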
NOD2 inhibition – NOD2 signaling inhibitors, cell-based, luminescence, uHTS, HEK293 (AID 1566). HEK293 NOD2/NF-kB luciferase reporter, luminescence; higher % means a stronger effect. inhibition, % at 4 µM; hits with a dose series show EC50 in µM. 290,000 tested, 0.63% active; in the data active = inhibition above about 50%; also: many of its hits are not listed in these tables
WT yeast gro inh mutant strain – further read-out of WT yeast gro inh, marked with its call; inhibition, %; mitochondrial fusion phenotypic screen, mutant strain inhibition
Dynein transport cytoplasmic EGFP – recorded beside Dynein transport, whose call it bears; z-score; measured here: cytoplasmic GR-EGFP intensity; stronger effect = higher value
Dynein transport nuclear GR-EGFP – second read-out of Dynein transport, no call of its own (marks repeat the call); z-score; measured here: nuclear GR-EGFP intensity;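 lower value marks the stronger effect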
Dynein transport cell count – second read-out of Dynein transport, no call of its own (marks repeat the call); z-score; measured here: cell count per field
Ins promoter up cell count – recorded beside Ins promoter up, whose call it bears; cell count; measured here: cytotoxicity, nuclei count;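 total cells summed across four imaged fields per well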
Hep lipid drop cells 6.5 µM – further read-out of Hep lipid drop, marked with its call; cell count; measured here: cell count, cytotoxicity flag;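 cells counted across two imaged fields per well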
b-catenin transl cell count 5 µM – also measured in b-catenin transl; calls as there; cell count; measured here: cell count, cytotoxicity flag
MT stabilize HCS Hoechst-high % – also measured in MT stabilize HCS; calls as there; % Hoechst-high responders; measured here: nuclear condensation Hoechst responders;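 share of cells brighter than vehicle mean plus two SD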
MT stabilize HCS cytotoxicity % – recorded beside MT stabilize HCS, whose call it bears; toxicity, %; measured here: cytotoxicity by cell density;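 0% = mean cell density of plate MIN control wells and 100% = no cells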
Autophagy HCS cell loss 18 h – second read-out of Autophagy HCS, no call of its own (marks repeat the call); toxicity, %; measured here: cell loss, nuclei count;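 cell loss after 18 h compound exposure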
Active calls of the source: *; i = inactive; u = inconclusive; x = no result given. Only part of the results is shown; rates above refer to the full screens.

SMILES	MT stabilize HCS	MT stabilize HCS Hoechst-high %	MT stabilize HCS cytotoxicity %	Hep lipid drop	Hep lipid drop cells 6.5 µM	b-catenin transl	b-catenin transl cell count 5 µM	Dynein transport	Dynein transport cytoplasmic EGFP	Dynein transport nuclear GR-EGFP	Dynein transport cell count	Yfh1-off respiration	WT yeast gro inh	WT yeast gro inh mutant strain	Ins promoter up	Ins promoter up cell count	Autophagy HCS	Autophagy HCS cell loss 18 h	NOD2 inhibition
CC(C)(C)OC(=O)N/N=C\c1ccc[nH]1	2.6	3.2	2.9	0	733	-0.4	1088	0.79	-0.091	0.46	-0.98	i	4	-8	0.68	1128	i	3	-37%
Cc1cc(C)n2cc(CSCc3ccco3)nc2n1	2.9	2.0	7.3	8	755	0.6	1012	-0.062	-0.18	-0.06	0.46	i	-5	-64	0.19	1898	i	28	14%
CC(C)OC(=O)c1cc(-c2ccc(C=O)o2)ccc1Cl	6.1	2.7	12	-1	733	0.6	762	-0.17	-0.31	-0.47	0.65	i	-6	-26	0.53	1288	i	5	4%
Cc1sc2nc(CSCC(=O)Nc3ccc(N4CCOCC4)cc3)[nH]c(=O)c2c1C	x	x	x	-6	666	-4.0	1099	0.56	-0.12	0.29	-0.63	i	x	x	-0.18	1479	x	x	-1%
CCN(Cc1nc(-c2cccc(Cl)c2)no1)CC1CCCO1 (stereo not drawn)	2.1	1.7	5.5	-2	740	2.2	927	-1.2	1.8	-0.18	0.31	i	4	0	-0.31	1484	i	-22	-5%
CN(C)S(=O)(=O)c1cc(C(=O)OCCn2cnc3c2c(=O)n(C)c(=O)n3C)ccc1Cl	4.7	1.8	0.1	1	695	-2.5	1047	0.57	-0.31	-0.025	0.59	i	-12	11	-1.1	1349	i	5	26%
CC1=[N+](CC(=O)NC(C)(C)C)CCc2ccccc21	2.3	1.4	2.0	-11	709	x	x	0.11	-0.085	0.89	-0.58	i	-8	-17	-0.63	1338	i	4	1%
COc1cccc(C(=O)NC(C)c2ccc(Br)cc2)c1 (stereo not drawn)	2.5	1.7	0.4	-2	709	-0.1	493	0.34	-0.24	0.13	-0.73	i	22	15	0.24	1485	i	13	0%
O=C(Nc1ccccc1)c1ccccc1OCc1cccc([N+](=O)[O-])c1	2.5	1.9	6.2	-12	674	2.3	1085	-0.42	-0.15	0.39	-1.1	i	-10	-24	-0.32	1216	i	-30	9%
O=C(C1CCN(S(=O)(=O)c2cccc([N+](=O)[O-])c2)CC1)N1CCOCC1	2.1	1.2	4.8	0	710	-1.8	1063	-0.59	-0.22	-0.22	0.099	i	-9	-2	-0.48	1404	i	-11	-2%
O=C1c2ccccc2C(=O)N1CSc1nnc(Nc2ccccc2)s1	3.0	0.9	6.4	-20	668	0.7	911	0.41	-0.15	0.15	-1.3	i	8	8	-0.02	1513	i	12	-7%
COc1ccc(C(=O)Oc2ccc3c(C)cc(=O)oc3c2C(C)=O)cc1	2.1	2.1	5.4	-14	590	-2.0	1014	-0.68	-0.33	0.5	0.38	i	0	-20	-0.31	2135	i	3	18%
CC(=O)Nc1ccc2c(c1)N(C(=O)CN(C)C)c1ccccc1CC2	3.0	1.9	9.1	4	755	x	x	-0.53	0.42	-0.33	1	i	1	-4	x	x	i	0	15%
O=C(CSc1nc2ccccc2s1)N1N=C(c2cccs2)CC1c1ccc(F)cc1 (stereo not drawn)	1.9	2.5	9.2	-10	636	3.7	1122	-0.55	-0.22	-0.11	0.64	i	18	13	-1.2	1399	i	19	-4%
COC(=O)c1cccc(NC(=O)c2cc3sccc3n2C)c1	2.7	1.5	6.0	3	748	-3.8	1139	-0.33	-0.23	0.19	0.11	i	1	2	-1.5	782	i	6	-83%
COc1ccc(/C=N\NC(=O)C2C(=O)NCC2c2ccccc2)cc1O (stereo not drawn)	1.9	1.6	3.1	x	x	0.6	1396	-0.21	-0.13	-0.49	0.038	i	-2	-10	-0.15	1658	i	2	15%
CC(=O)c1ccc(OCCCC(=O)N2CCN(S(=O)(=O)c3cccs3)CC2)cc1	6.7	2.5	14	x	x	-6.6	1031	-0.022	-0.39	-0.14	0.59	i	14	11	-0.76	1022	i	20	16%
CCN1C(=O)C(CC(=O)Nc2ccc(OC)cc2)N(Cc2cccs2)C1=S (stereo not drawn)	2.1	1.3	8.4	x	x	-2.9	1351	0.17	-0.22	-0.12	0.57	i	19	16	0.83	1418	i	4	-21%
C=CCn1cc(C(C)=O)c(=O)[nH]c1=O	7.0	1.3	8.1	-4	695	1.6	1109	0.35	-0.36	-0.41	0.51	i	-4	-5	-0.56	1247	i	2	6%
CN(C(=O)CC1C(=O)NCCN1Cc1ccc(F)c(F)c1)C1CCOCC1 (stereo not drawn)	2.6	1.9	4.3	7	602	-1.9	1009	0.82	-0.21	0.79	-0.26	i	1	-1	x	x	i	6	-8%
CCN(CC)C(=O)C1CCCN(c2ncnc3c2cnn3-c2cccc(C)c2)C1 (stereo not drawn)	2.4	3.3	18	x	x	-0.9	1123	2.2	-0.15	1.4	-0.34	i	5	9	1.1	998	i	0	9%
CC(C)CNC(=O)c1ccccc1NC(=O)/C=C/c1cccc([N+](=O)[O-])c1	1.4	1.8	5.1	7	534	-0.4	924	0.22	-0.22	0.39	-0.61	i	8	-4	0.13	1301	i	3	-9%
Cc1ccccc1-n1c(Cn2c(=O)sc3ccccc32)nnc1SCC(=O)NCC1CCCO1 (stereo not drawn)	2.5	2.4	6.5	x	x	x	x	-0.45	-0.14	-0.24	-0.25	i	15	9	0.6	1001	i	3	4%
CC(C)CN1CC(C(=O)O)CC1=O (stereo not drawn)	3.5	2.2	2.8	8	752	0.1	1005	-0.36	-0.32	0.21	0.64	i	-10	-1	0.24	1483	i	13	4%
Cc1cccc(NC(=O)CSc2cc(C(=O)c3nccn3C)c3ccccc3n2)c1	3.2	2.3	4.3	13	632	x	x	1.3	-0.22	0.66	-0.72	i	3	3	-1.1	1507	i	9	5%

The closing 3 records of the section before open the next one.
SMILES	MT stabilize HCS	MT stabilize HCS Hoechst-high %	MT stabilize HCS cytotoxicity %	Hep lipid drop	Hep lipid drop cells 6.5 µM	b-catenin transl	b-catenin transl cell count 5 µM	Dynein transport	Dynein transport cytoplasmic EGFP	Dynein transport nuclear GR-EGFP	Dynein transport cell count	Yfh1-off respiration	WT yeast gro inh	WT yeast gro inh mutant strain	Ins promoter up	Ins promoter up cell count	Autophagy HCS	Autophagy HCS cell loss 18 h	NOD2 inhibition
Cc1ccccc1-n1c(Cn2c(=O)sc3ccccc32)nnc1SCC(=O)NCC1CCCO1 (stereo not drawn)	2.5	2.4	6.5	x	x	x	x	-0.45	-0.14	-0.24	-0.25	i	15	9	0.6	1001	i	3	4%
CC(C)CN1CC(C(=O)O)CC1=O (stereo not drawn)	3.5	2.2	2.8	8	752	0.1	1005	-0.36	-0.32	0.21	0.64	i	-10	-1	0.24	1483	i	13	4%
Cc1cccc(NC(=O)CSc2cc(C(=O)c3nccn3C)c3ccccc3n2)c1	3.2	2.3	4.3	13	632	x	x	1.3	-0.22	0.66	-0.72	i	3	3	-1.1	1507	i	9	5%
COCCCNC(=O)c1cccs1	2.7	1.2	2.5	4	716	-1.1	1131	0.044	-0.21	0.32	0.59	i	-14	1	-0.1	981	i	-2	-8%
Oc1ccc(Nc2nc(NCC3CCCO3)c3ccccc3n2)cc1 (stereo not drawn)	2.0	2.6	8.6	x	x	-1.1	900	-0.065	-0.22	-0.048	0.51	i	3	-20	u	x	i	-10	1%
Cc1nc2ccccn2c1C(=O)NNS(=O)(=O)c1ccc(Cl)cc1	x	x	x	-40	661	2.1	1007	2.9	-0.12	1.4	-2.4	i	x	x	0.11	1338	x	x	-7%
Cc1ccc(S(=O)(=O)N2CCN(C)CC2)cc1-c1nnc2c3ccccc3c(C)nn12	2.4	1.2	3.2	x	x	0.4	1384	-0.78	-0.18	-0.18	0.26	i	-3	-5	-1.1	1333	i	-46	14%
O=C(CSc1ccccn1)Nc1ccc2c(c1)C(=O)c1ccccc1C2=O	3.4	3.2	9.9	-13	530	-0.5	941	-0.4	-0.23	-0.43	0.49	i	-2	-9	x	x	i	-13	-63%
O=C(CCC(=O)c1cccs1)OCC(=O)N1CCN(S(=O)(=O)c2ccccc2)CC1	2.8	1.9	0.7	x	x	2.2	1088	2.4	-0.15	1.4	-1.8	i	-11	-14	-0.44	1056	i	13	7%
O=C(CSC1=NCCN1)C1COc2ccccc2O1 (stereo not drawn)	4.1	2.5	8.5	x	x	-3.3	683	-0.16	-0.17	0.31	-0.001	i	-19	-16	-0.02	1569	i	-4	1%
Cc1cc(C)cc(OCC(=O)NC2CCCc3ccccc32)c1 (stereo not drawn)	1.1	3.0	7.5	7	650	0.7	1024	1.9	-0.061	1.1	-1.2	i	8	-10	0.15	1537	i	14	7%
O=C(NCc1ccco1)c1ccc(-c2ccc(Cl)cc2)o1	2.0	1.8	4.2	3	734	0.8	1119	-0.11	-0.2	-0.39	-0.001	i	10	7	-0.92	1224	i	-8	-24%
